Assay outcomes (PubChem)
USP2a inh – inhibitors of human ubiquitin-specific protease USP2a; AID 927; Potency, µM (highest dose often 38.3 µM), for the others: at the highest dose activity change, negative = inhibition, actives largely listed as inhibitors; actives 0.1% (n = 60,000); USP2a enzymatic assay, qHTS inhibition;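 further: potency means the concentration at half of the fitted maximal effect; nearly all actives have a fitted effect of over 60% in size; plate controls were DMSO for no effect and NEM full inhibition control for full effect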
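Coupled readout: USP2-cleaved Ub-PLA2 (20nM final) turns over NBD C6-HPC (20uM final), Ex 460nm/Em 535nm after 2.5 h, time-zero read flagging artifacts. Enzyme (20nM final, pH 8.0 Tris) given 30 min RT with compound first; NEM defines full inhibition.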
CRE Fsk mod – alters forskolin-stimulated CRE reporter signaling in CHO cells. Potency, µM (highest dose often 38.2 µM), without a hit: at the highest dose activity change, negative = inhibition, hits mostly activators. CHO CRE-bla reporter (cAMP response element driving beta-lactamase), forskolin EC10, beta-lactamase ratio. AID 662. actives 2.5% (n = 71,000); active means well fitted activation curve with a large enough effect in the signal ratio, with a control signal flat, not every such curve was filed as active; inconclusive means small, poorly fitted or top-dose-only effect, or effect the other way, or a change in a side signal; the % refers to the signal ratio; further: potency means the concentration at half of the fitted maximal effect; % of control where 0% means no effect
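AC50 values, positive or negative, reflect shifts in EC10 NKH 477-induced CRE-bla reporter activity in CHO cells. Incubation lasted 3 h at 37 °C before CCF4 substrate (2 h, room temperature) and ratiometric 460/530 nm reading.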
HADH2 inhib – HADH2 (human) dehydrogenase inhibition; Q99714; recombinant HADH2, NADH fluorescence, beta-hydroxybutyryl-CoA; Potency, µM (doses to about 57.1 µM), for inactives: at the top dose activity change, negative = inhibition, most hits filed as inhibitors; actives 3.4% (n = 73,000); AID 886; further: potency means the concentration at half of the fitted maximal effect; on the % scale 0 is the no-effect control and ±100 the full control effect; nearly all actives have a fitted effect of over 60% in size; many of its hits are not listed in these tables
Target sequence (Q99714 whole entry, looked up, one chain of several): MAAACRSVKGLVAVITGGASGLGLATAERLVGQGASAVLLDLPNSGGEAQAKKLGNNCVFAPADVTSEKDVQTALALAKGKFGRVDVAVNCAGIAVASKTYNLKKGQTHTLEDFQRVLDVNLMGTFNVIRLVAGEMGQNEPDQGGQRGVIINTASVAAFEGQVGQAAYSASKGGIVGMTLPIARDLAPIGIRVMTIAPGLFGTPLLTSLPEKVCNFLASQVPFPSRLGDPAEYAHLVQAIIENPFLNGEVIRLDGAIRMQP
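Read-out: 360 nm excitation, 450 nm emission, kinetic over 4 min. Conditions: His-tagged human HADH2 20 nM, pH 9.0 Tris with Tween-20, 1 mM NAD+, 90 uM beta-hydroxybutyryl-CoA.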
Ub-GFP proteasome – inhibits proteasome, raising ubiquitin-GFP reporter fluorescence. Potency, µM (titrated, usually from 45.9 µM), for the others: top-dose activation (GFP accumulation), usual class: activators. 67,000 tested, under 10 active. AID 526. Ubiquitin-GFP reporter cells, proteasome inhibition, GFP fluorescence; response scale: untreated = 0%, 10 µM MG-132 = 100%; active means well fitted activation curve with a large enough effect, not every such curve was filed as active; inconclusive means small, poorly fitted or top-dose-only effect, or another doubt; inactive means no such curve, though single readings can be large or run the other way; further: potency means the concentration at half of the fitted maximal effect
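U2OS Ub(G76V)-GFP reporter; O/N plating, 0.5% FBS; cpd 46 uM–2.9 nM, 4 h, 37 °C; GFP+ cell count, 488/515 nm; norm. to basal vs 10 uM MG-132; CRC fit.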
ALOX15 inhib – blocks human 15-lipoxygenase activity; P16050; purified 15hLO-1, xylenol orange hydroperoxide absorbance; Potency, µM (doses to about 57.1 µM), inactives show at the top dose activity change, negative = inhibition, actives largely listed as inhibitors; actives 1.4% (n = 74,000); AID 887; further: potency means the concentration at half of the fitted maximal effect; on the % scale 0 is the no-effect control and ±100 the full control effect; nearly all actives have a fitted effect of over 55% in size
Target sequence (P16050 whole entry, looked up): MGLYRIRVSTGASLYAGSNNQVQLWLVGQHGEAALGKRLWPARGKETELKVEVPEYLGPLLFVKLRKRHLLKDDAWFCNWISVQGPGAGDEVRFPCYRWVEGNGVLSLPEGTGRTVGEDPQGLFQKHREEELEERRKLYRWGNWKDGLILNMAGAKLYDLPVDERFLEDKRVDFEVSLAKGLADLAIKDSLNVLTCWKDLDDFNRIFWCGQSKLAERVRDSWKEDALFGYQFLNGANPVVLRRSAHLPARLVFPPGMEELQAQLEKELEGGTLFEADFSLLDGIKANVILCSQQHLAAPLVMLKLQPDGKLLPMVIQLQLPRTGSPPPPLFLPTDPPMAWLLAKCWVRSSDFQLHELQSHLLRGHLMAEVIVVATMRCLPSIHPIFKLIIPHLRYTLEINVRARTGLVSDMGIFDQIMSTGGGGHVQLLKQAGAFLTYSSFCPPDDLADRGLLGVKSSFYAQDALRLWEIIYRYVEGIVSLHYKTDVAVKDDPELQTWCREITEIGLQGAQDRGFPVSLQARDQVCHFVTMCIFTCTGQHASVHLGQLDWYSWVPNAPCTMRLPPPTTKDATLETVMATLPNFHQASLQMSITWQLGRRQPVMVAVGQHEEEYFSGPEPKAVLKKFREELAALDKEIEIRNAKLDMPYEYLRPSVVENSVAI
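Inhibition is scored from a chromogenic endpoint. After 15 min enzyme-compound contact, arachidonic acid (50 uM final) reacts 6 min with 40 nM 15hLO-1 at room temperature, then Fe-XO reagent is added for 30 min and absorbance ratio recorded.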
HBB splicing – hemoglobin beta splicing modulation; AID 925; HBB splicing reporter cell assay, activation; EGFP reporter with mutant IVS2-654 intron; response scale: normalised to 500 nM splice-correcting PNA; actives 0.06% (n = 65,000); Potency, µM (top dose mostly 46.1 µM), inactives show at the highest dose activation, actives largely listed as activators; further: potency means the concentration at half of the fitted maximal effect; 0% is about no effect
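Compounds were applied for 2 days to HeLa EGFP-654 cells, 500/well in Optimem with 2% FCS. The reporter's EGFP is disrupted by mis-splicing of beta-globin intron IVS2-654. Readout: summed well GFP fluorescence from 488 nm laser scanning; reference was 500 nM antisense […] 654 PNA.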
BRCT inh red – disrupts BRCA1 BRCT binding to phosphoprotein, red fluorophore readout; Potency, µM (top dose mostly 76.9 µM), without a hit: at the highest dose activity change, negative = inhibition, most hits filed as inhibitors; actives 0.03% (n = 75,000); BRCT-phosphopeptide binding, red fluorescence polarization; further: on the % scale 0 is the no-effect control and ±100 the full control effect
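Fluorescence polarization: 100 nM His-tagged BRCA1 BRCT with 100 nM TAMRA-labelled phospho-BACH1 decapeptide, phosphate buffer pH 7.3 with 150 mM NaCl, DTT, 0.01% Tween 20; 12 min RT. Binding inhibition seen as FP decrease.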
BRCT PPI green – blocks human BRCA1 BRCT binding to phosphopeptide, green readout; P38398; BRCA1 BRCT-phosphopeptide binding, green fluorescence polarization; Potency, µM (titrated, usually from 76.9 µM), for inactives: at the top dose activity change, negative = inhibition, actives largely listed as inhibitors; actives 0.05% (n = 75,000);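 further: potency means the concentration at half of the fitted maximal effect; plate controls were peptide without protein for full effect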
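Fluorescence polarization: His-tagged BRCT (~35 kDa BRCA1 C-terminus, 250 nM) bound to 100 nM fluorescein-labeled phosphorylated 10-aa BACH1 peptide, pH 7.3 phosphate buffer with DTT and Tween 20. Compounds incubated 12 min at room temperature; inhibition read as lowered polarization.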
Epigenetic mod – derepresses silenced GFP locus in mouse C127i cells; mouse C127i GFP locus derepression, cytometry, 30 h; Potency, µM (series often up to 46.1 µM), for the others: top-dose GFP derepression (activation); AID 597; actives 0.09% (n = 68,000); further: % of control where 0% means no effect
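Murine C127i mammary cells carrying a silenced, stably integrated CMV-driven GFP reporter were treated with compound for 30 hours at 37 C. After PBS washes, GFP-positive cells were counted by laser-scanning microplate cytometry.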
Hsp90 Hop PPI – changes Hsp90-Hop TPR2A binding signal, up or down; AlphaScreen TPR2A-His6 binding biotin-Hsp90 C-terminal peptide; Potency, µM (series often up to 57 µM), for the others: at the top dose activity change, negative = inhibition; actives 0.44% (n = 71,000); active means well fitted curve in either direction with a large enough effect; inconclusive means small, poorly fitted or top-dose-only effect, or another doubt; further: potency means the concentration at half of the fitted maximal effect; on the % scale 0 is the no-effect control and ±100 the full control effect; many of its hits are not listed in these tables
Pol III holo inh – blocks replication by bacterial DNA polymerase III holoenzyme | reconstituted DNA polymerase III holoenzyme replication, biochemical | Potency, µM (top dose mostly 57.1 µM), without a hit: top-dose activity change, negative = inhibition | actives 0.25% (n = 71,000) | AID 603; further: potency means the concentration at half of the fitted maximal effect; on the % scale 0 is the no-effect control and ±100 the full control effect
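Reconstituted *E. coli* holoenzyme (0.35 nM Pol III, 1 nM beta, 154 nM SSB, 2 nM primase) was preincubated with compound for 15 min at RT. Synthesis on 1.4 nM ssM13Gori ran 35 min, then was stopped with PicoGreen/EDTA and read as dsDNA fluorescence.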
Starred values were filed as active, the others as inactive; ? = inconclusive; / = no result given; [ ] = remark or other dose. Unless noted, the call rests on the fitted dose curve; in most records, active means well fitted curve in the direction sought with a large enough effect; inconclusive means small, poorly fitted or top-dose-only effect, or another doubt; inactive means no such curve, though single readings can be large; an effect the other way counts as inactive or inconclusive. This is a subset, so the mix of outcomes need not match the whole.

smiles,CRE Fsk mod,USP2a inh,HBB splicing,ALOX15 inhib,Epigenetic mod,Ub-GFP proteasome,HADH2 inhib,Pol III holo inh,BRCT inh red,Hsp90 Hop PPI,BRCT PPI green
c1ccc(-c2ccc(-c3ccc(C4=NCCN4)cc3)o2)cc1,0.5µM*,/,-0.1%[9.22 µM],-6%[11.4 µM],7%[9.22 µM],-6%[9.17 µM],-23%[11.4 µM],-9%[11.4 µM],0.1%[15.4 µM],-1%[11 µM],0.3%[15.4 µM]
Cc1nn(-c2nc3ccccc3[nH]2)c(N)c1-c1ccccc1,?,-4%,0.1%,-15%,4%,4%,20%,0%,-0.9%,-4%,-1.0%
O=C(COC(=O)c1cccc(NC(=O)c2ccco2)c1)c1ccc(Br)cc1,?,33%[activator][7.66 µM],-0.9%[0.0738 µM],-7%[11.4 µM],-4%,2%[9.17 µM],18%[11.4 µM],-1%[11.4 µM],-1.4%,-1%[11 µM],1.4%
O=C(CCSc1nnc(-c2ccco2)o1)Nc1ccccc1,-3%,5%,/,-1%,-3%,6%,-1%,0%,-1.5%,2%,-1.5%
CCN(CC)CC(=O)c1c[nH]c2ccccc12,-4%,?,/,4%,-2%,-1%,-11%,-2%,-0.1%,2%,-0.4%
O=C(CN1CCN(C(=O)c2ccco2)CC1)Nc1ccccc1-c1ccccc1,4%,17%,-1.8%,-6%,0%,3%,-2%,-6%,-0.8%,-4%,-1.9%
C=CCC1(C)OC=Cc2nc3cc(Cl)c(Cl)cc3nc21 (configuration not stated),/,/,2.5%[9.22 µM],-13%[11.4 µM],/,/,-11%[11.4 µM],/,-0.9%[15.4 µM],/,-1.3%[15.4 µM]
Cc1nc2ccc(N3C(=O)CCC3=O)cc2[nH]1,-2%,-6%,0.5%,-13%,-2%,0%,2%,7%,-0.3%,1%,-3.7%
O=C(NC1CC2CCC1C2)C1COc2ccccc2O1 (configuration not stated),-15%,7%,-1.3%,-6%,-3%,4%,-4%,6%,0.9%,-1%,0.1%
COc1ccc(S(=O)(=O)CCC(=O)Nc2c(C)n(C)n(-c3ccccc3)c2=O)cc1,?,-7%,3.9%,0%,6%,-3%,-4%,-4%,-2.0%,-3%,-3.1%
Cc1ccc(-n2nc3c(c2NC(=O)c2c(-c4ccccc4Cl)noc2C)CS(=O)(=O)C3)c(C)c1,-27%,35%[activator],3.6%[0.369 µM],2%,0%,7%,-2%,-11%,1.0%,-4%,-2.4%
O=C(CN1CCC(C(=O)c2ccc(Cl)cc2)CC1)Nc1ccc2c(c1)OCCO2,-11%,/,0.0%[57.5 µM],-5%,1%,-3%,-3%,0%,0.8%,-2%,2.0%

Molecules listed so far with four or more nitrogen atoms:
smiles,CRE Fsk mod,USP2a inh,HBB splicing,ALOX15 inhib,Epigenetic mod,Ub-GFP proteasome,HADH2 inhib,Pol III holo inh,BRCT inh red,Hsp90 Hop PPI,BRCT PPI green
Cc1nn(-c2nc3ccccc3[nH]2)c(N)c1-c1ccccc1,?,-4%,0.1%,-15%,4%,4%,20%,0%,-0.9%,-4%,-1.0%
Cc1ccc(-n2nc3c(c2NC(=O)c2c(-c4ccccc4Cl)noc2C)CS(=O)(=O)C3)c(C)c1,-27%,35%[activator],3.6%[0.369 µM],2%,0%,7%,-2%,-11%,1.0%,-4%,-2.4%

The list goes on:
smiles,CRE Fsk mod,USP2a inh,HBB splicing,ALOX15 inhib,Epigenetic mod,Ub-GFP proteasome,HADH2 inhib,Pol III holo inh,BRCT inh red,Hsp90 Hop PPI,BRCT PPI green
Cc1csc(SCC(=O)Nc2cccc3nsnc23)n1,?,12%,-0.9%,-23%,3%,-5%,?,-1%,0.4%,17%,0.7%
Cc1cc2nc3c(c(=O)n2[nH]1)CCCC3,2%,0%,-1.5%[9.22 µM],1%,-2%,1%,?,-4%,0.9%,?,-0.1%
O=C(NCCc1ccccc1)c1ccc(Br)o1,-1%,0%,-0.3%[9.22 µM],-3%,4%,-4%,6%,-14%,0.5%,1%,-2.5%
Cc1nn(-c2cc(N3CCCCC3)ccc2N)c(=O)c2ccccc12,-2%,-4%,-1.0%,-16%,-3%,-5%,9%,-2%,0.9%,-9%,-1.5%
COC(=O)Cn1c(CCS(=O)(=O)c2ccc(C)cc2)nc2ccccc21,5%,14%,/,2%,-1%,-2%,-1%,-6%,-0.2%,-3%,-1.4%
CCCCC(=O)Nc1cccc(NC(=O)c2ccc3c(c2)OCO3)c1,-6%,2%,0.1%,-1%,0%,-5%,9%,-2%,-1.3%,5%,3.5%
COc1ccc(C(=O)Nc2cc3c(cc2C#N)OCO3)cc1S(=O)(=O)N1CCN(C)CC1,3%,/,0.2%,5%,0%,-8%,8%,-7%,0.3%,2%,2.0%
COc1ccc(N2CCN(Cc3cc(=O)oc4cc(C)c(Cl)cc34)CC2)cc1,-10%,24%,0.3%[57.5 µM],-15%,-2%,0%,25%,6%,0.2%,-6%,-1.3%
CCOC(=O)C1CCCN(Cc2nc(N)nc(Nc3ccc(C)cc3)n2)C1 (configuration not stated),9%,7%,-1.1%,14%,0%,-2%,0%,-1%,0.0%,?,-0.2%
Cn1c(Cc2ccc3c(c2)OCO3)nnc1SCC(=O)N1CCc2ccccc2C1,-4%,/,-0.2%[57.5 µM],-9%,0%,0%,?,-10%,-0.1%,-1%,-6.3%
C[C@@H]1C[C@H](O)c2cc(Cl)ccc2N1,-1%,2%,-1.7%[57.5 µM],-2%,0%,-3%,2%,-4%,-0.2%,-2%,-2.8%
CCOC(=O)c1c(NC(=O)c2cccs2)sc2c1CCCC2,9%,/,0.4%,-5%,7%,6%,-13%,3%,-0.2%,11%,-0.4%
Cc1nn(-c2ccccc2)c(Oc2ccc(F)cc2)c1/C=N/n1cnnc1,20%,4%,0.4%[57.5 µM],5%,0%,0%,-2%,-5%,-1.0%,-1%,-0.9%
CCNc1ncc2nc(-c3ccc(F)cc3)c(=O)n(CCC#N)c2n1,3.2µM*,4%,1.5%,?,0%[9.22 µM],11%,-18%,-7%,-2.0%,-6%,50%[activator]
CN1CCc2ccccc2C1C1CCNCC1 (configuration not stated),?,-1%,2.6%[1.84 µM],6%,-4%,-4%,17%,-2%,2.4%,0%,-0.8%
O=C(O)CCC(=O)N1CCc2cc(S(=O)(=O)N3CCCCC3)ccc21,?,-3%,-1.4%,7%,?,-2%,-5%,-7%,-0.6%,-2%,-0.4%
CC(NC(=O)Nc1ccccn1)N1C(=O)C2C3C=CC(C3)C2C1=O (configuration not stated),8%,2%,0.8%,7%,0%,-3%,6%,-4%,-3.0%,-4%,-1.5%
CC(C)[C@@H](CC(=O)N[C@@H]1CCCC[C@H]1C(=O)N[C@H](CC(=O)N[C@@H](CCC(=O)O)CC(=O)O)Cc1c[nH]c2ccccc12)NC(=O)C[C@H](Cc1ccccc1)NC(=O)[C@@H]1CNCC[C@H]1N,-8%,/,0.0%,/,/,/,?,-4%,/,-12%,/
O=C(NCCc1nc2ccccc2[nH]1)c1ccco1,?,0%,0.5%[57.5 µM],-25%,2%,-5%,-2%,-3%,0.0%,-4%,-2.3%
CCCc1cc(=O)[nH]c(SCC(=O)N(CC)Cc2ccccc2)n1,13%,3%,-0.1%[57.5 µM],13%,-2%,-1%,1%,-2%,0.5%,-1%,0.2%
CS(=O)(=O)N(CC(=O)NCc1ccncc1)Cc1ccc(Cl)cc1,-6%,-10%,-2.5%,3%,10%,4%,-6%,-13%,-0.8%,-5%,1.8%
Cc1ccccc1-c1nc2cc(N)ccc2o1,11%,/,0.0%[57.5 µM],6%,1%,4%,1%,-6%,1.3%,2%,-1.2%
CCOC(=O)C1=C(C)C(c2ccc(OC)cc2OC)NC(=O)N1 (configuration not stated),-1%,7%,/,?,-2%,0%,4%,-5%,-0.5%,0%,-1.7%
